Source: PubChem BioAssay
TPT1 inhibitor – Candida albicans TPT1 enzyme inhibitors, primary screen, biochemical, fluorescence polarization. tRNA 2'-phosphotransferase TPT1 (Candida albicans SC5314). recombinant caTPT1, FP RNA substrate dephosphorylation. AID 1962, 2009. 300,000 tested, 0.81% active. inhibition, % at 5 µM;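 active = inhibition above the mean of all tested compounds plus 3 SD, set per screening campaign, cut at about 24% in these data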;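 also: plate controls were DMSO alone for no effect and ferristatin control at 100 nM for full effect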
Efflux pump inh – inhibitors of Candida efflux pumps in yeast, primary screen, S. cerevisiae, Nile Red, multiplex; S. cerevisiae Candida pump triplex; inhibition, % at 10 µM; 330,000 tested, 0.44% active; AID 485275, 2010;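 active = plate passing quality check with inhibition over a set limit, or well fluorescence over plate mean plus 4 SD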;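 also: Nile Red retained in pooled yeast measured as flow cytometry median fluorescence; 0% = buffer negative control and 100% = Enniatin B positive control; higher means more Nile Red kept so more efflux inhibition; some compounds called inactive have numbers as strong as hits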
CTSL1 counter – Fasciola hepatica cathepsin L1 inhibitors, primary screen, counter-screen for PFM18AAP inhibitor project, biochemical, QFRET, fluorogenic peptide substrate; inhibition, % at 5.96 µM; 300,000 tested, 0.49% active; recombinant F. hepatica cathepsin L1, Z-Leu-Arg-MCA fluorescence; AID 1906, 2009;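 active = inhibition above the mean of all tested compounds plus 3 SD, set per screening campaign, cut at about 17% in these data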;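 also: 0% = plate median of test compound wells and 100% = 1 µM Z-Phe-Ala-diazomethylketone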
LYPLA2 counter – LYPLA2 inhibitors, primary screen, counter-screen for PME1 inhibitor project, biochemical, fluorescence polarization, FP-Rh probe ABPP; Acyl-protein thioesterase 2 (Homo sapiens), O95372; 320,000 tested, 0.38% active; inhibition, % at 5.9 µM; recombinant LYPLA2;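 active = inhibition above the screen-wide mean plus 3 SD, limit set per campaign, cut at about 26% in these data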;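 also: 0% = LYPLA2 with DMSO and 100% = wells lacking LYPLA2 enzyme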
Target sequence (O95372 whole entry, looked up): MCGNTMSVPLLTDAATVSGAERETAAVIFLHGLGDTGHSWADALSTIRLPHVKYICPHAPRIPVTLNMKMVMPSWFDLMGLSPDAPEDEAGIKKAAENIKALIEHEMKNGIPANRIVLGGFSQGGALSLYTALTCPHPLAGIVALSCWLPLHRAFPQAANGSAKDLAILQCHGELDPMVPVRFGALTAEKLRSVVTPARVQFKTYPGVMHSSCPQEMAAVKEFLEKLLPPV
core dimer inh – inhibitors of HCV core protein dimerization, primary screen, biochemical, TR-FRET, high-throughput; TR-FRET GST/Flag-core106 dimerization, 1536-well; inhibition, % at 5 µM; 300,000 tested, 0.33% active;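 active = inhibition above the mean of all tested compounds plus 3 SD, set per screening campaign, cut at about 45% in these data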
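System: GST-tagged and Flag-tagged HCV core protein residues 1-106 / Input: core106 proteins, GST 13.5 nM and Flag 17 nM / Buffer or medium: KF-containing HEPES buffer, pH 7.45, DTT, CHAPS, BSA / Probe or stimulus: Eu-anti-GST and XL665-anti-Flag labelled anti-tag antibodies / Schedule: 4 h, 22.5 °C incubation / Technique: TR-FRET 671 and 617 nm emission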
GASC-1 inh – inhibitors of GASC-1 histone demethylase, primary screen, biochemical, fluorescence, DELFIA europium. 330,000 tested, 0.069% active. inhibition, % at 2.35 µM. Lysine-specific demethylase 4C (Homo sapiens), Q9H3R0. GST-JMJD2C(1-420) H3K9me3 demethylation. AID 2099, 2009;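 active = more than half of a compound's replicate wells show inhibition beyond 50%, single wells judged on their own value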;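 also: signal counts dimethyl H3K9 product captured on neutravidin plate; 0% = median of DMSO wells and 100% = 0.3 times that DMSO median; strong numbers were not always called active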
PREPL inh – PREPL enzyme inhibitors, primary screen, biochemical, fluorescence polarization; 320,000 tested, 0.68% active; inhibition, % at 5.96 µM; recombinant PREPL, fluorescence polarization activity-based probe; Prolyl endopeptidase-like (Homo sapiens), Q4J6C6; in the data active = inhibition above about 43%;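 also: 0% = enzyme with DMSO and 100% = wells lacking enzyme; many of its hits are not listed in these tables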
Target sequence (Q4J6C6 whole entry, looked up): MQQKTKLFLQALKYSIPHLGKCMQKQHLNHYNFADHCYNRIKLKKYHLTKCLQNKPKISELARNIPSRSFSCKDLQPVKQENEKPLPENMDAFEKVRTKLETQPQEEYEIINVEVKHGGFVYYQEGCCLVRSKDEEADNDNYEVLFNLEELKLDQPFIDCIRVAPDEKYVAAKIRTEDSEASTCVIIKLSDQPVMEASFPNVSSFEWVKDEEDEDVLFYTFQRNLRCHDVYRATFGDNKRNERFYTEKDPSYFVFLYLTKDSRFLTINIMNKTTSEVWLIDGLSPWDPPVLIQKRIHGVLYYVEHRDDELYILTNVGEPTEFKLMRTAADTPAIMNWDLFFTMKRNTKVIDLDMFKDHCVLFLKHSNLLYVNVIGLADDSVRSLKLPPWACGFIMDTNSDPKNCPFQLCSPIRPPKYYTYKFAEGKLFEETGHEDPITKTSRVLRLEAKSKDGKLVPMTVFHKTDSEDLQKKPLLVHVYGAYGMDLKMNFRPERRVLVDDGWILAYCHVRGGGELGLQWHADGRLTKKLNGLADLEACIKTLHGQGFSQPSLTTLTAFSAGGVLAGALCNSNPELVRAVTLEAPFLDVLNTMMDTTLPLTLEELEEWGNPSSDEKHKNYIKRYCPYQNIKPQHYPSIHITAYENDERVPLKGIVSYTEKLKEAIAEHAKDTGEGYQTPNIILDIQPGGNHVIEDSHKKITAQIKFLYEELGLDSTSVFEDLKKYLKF
PP1 counter – PP1-alpha phosphatase inhibitors, primary screen, counter-screen for PP5 inhibitor project, biochemical, fluorescence, OMFP substrate, single point; Serine/threonine-protein phosphatase PP1-alpha catalytic subunit (Homo sapiens), P62136; purified PP1alpha; inhibition, % at 6.7 µM; 320,000 tested, 0.9% active;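 active = inhibition above the mean inhibition of all tested compounds plus 3 SD, computed separately for each screening campaign, cut at about 15% in these data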
PP5 primary – PP5 phosphatase inhibitors, primary screen, biochemical, fluorescence | Serine/threonine-protein phosphatase 5 (Homo sapiens), P53041 | purified PP5c, OMFP substrate fluorescence | inhibition, % at 6.7 µM | 320,000 tested, 0.18% active;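 active = inhibition above the campaign's mean inhibition across all tested compounds plus 3 SD, cut at about 9.5% in these data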;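 also: 0% = DMSO only and 100% = 100 µM cantharidin control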
An asterisk follows results filed as active; . = not tested or not shown; & = joins results of further samples.

SMILES | TPT1 inhibitor | Efflux pump inh | CTSL1 counter | LYPLA2 counter | core dimer inh | GASC-1 inh | PREPL inh | PP1 counter | PP5 primary
CCNC(=S)NS(=O)(=O)c1ccc(F)cc1 | -5 | -0.3 | -2 | -9 | -3 | 7 | -9 | -2 | -0.1
CC(OC(=O)CCN=C1NS(=O)(=O)c2ccccc21)C(=O)Nc1ccc(F)cc1 (stereo not given) | 2 | 0.0 | 4 | 4 | -1 | -1 | 10 | -8 | 1.6
Cn1c(=O)n(C)c2cc(S(=O)(=O)NCC(=O)O)ccc21 | -2 | -0.3 | -2 | 7 | -2 | 11 | -4 | -5 | 0.9
COc1ccccc1-n1cnnc1SC(C)C(=O)Nc1cccc([N+](=O)[O-])c1 (stereo not given) | -1 | -0.1 | -1 | 8 | -1 | -6 | 6 | -2 | 2.2
O=C(COc1coc(CN2CCN(c3ccccc3)CC2)cc1=O)Nc1ccc(F)cc1 | 5 | 0.1 | 4 | -6 | 3 | -17 | 19 | -1 | 1.7
CCOC(=O)c1cc(C)sc1NC(=O)C(c1ccccc1)c1ccccc1 | 0 | 0.1 | -6 | 3 | 12 | 1 | -8 | -7 | 1.8
CO/N=C/c1ccc(N2CCN(C(=O)c3ccc(Cl)cc3Cl)CC2)c([N+](=O)[O-])c1 | 1 | -0.1 | 2 | 48* | 1 | 1 | 3 | 0 | 8.6
CCN(CC)CCCNC(=O)C1CCC(CNS(=O)(=O)c2ccc(Cl)cc2)CC1 (stereo not given) | -3 | -0.1 | 0 | -4 | -6 | 7 | 10 | -5 | -0.1
CCCC(=O)C1=C(O)C(C(=O)OC)C(C)(C)CC1=NCCc1ccccc1 (stereo not given) | 2 | 0.1 | 1 | -1 | 2 | 0 | 7 | -4 | -0.2
Cc1ccc(C(=O)NCc2ccco2)cc1S(=O)(=O)N1CCOCC1 | -1 | 0.2 | 6 | 2 | -5 | 0 | 8 | -5 | 3.1
O=c1[nH]ncc(NCCCO)c1Cl | -3 | 0.2 | -4 | 2 | 12 | -2 | 14 | -1 | 2.4
Cc1cccc(NC(=O)Cn2c(=O)n(Cc3ccccc3)c(=O)c3c(C)c(C)sc32)c1 | 1 | 0.1 | 2 | -49 | 11 | -8 | 19 | 7 | 2.4
COc1ccc(Cl)cc1NC(=O)Nc1cccc([N+](=O)[O-])c1C | -2 | -0.1 | 0 | 0 | 5 | 8 | 23 | -1 | -0.2
COC(=O)CN1C(=S)N(c2ccc(F)cc2)C(=O)C1CC(=O)Nc1ccc(OC)cc1 (stereo not given) | 2 | 0.0 | -5 | 4 | -4 | -33 | 8 | -2 | 0.9
CC1Cc2cc(/C(O)=C3/C(=O)C(=O)N(CCN4CCOCC4)C3c3cccc(O)c3)ccc2O1 (stereo not given) | 1 | 0.0 | -1 | 2 | 2 | -11 | -9 | 0 | 4.3
CCn1c(SCc2nc3ccccc3[nH]2)nnc1-c1cnccn1 | 1 | 0.1 | 3 | 3 | 3 | 4 | 7 | -1 | 1.1
Cc1cccc(CSCCNC(=O)CSCc2ccc([N+](=O)[O-])cc2)c1 | -3 | 0.0 | 1 | 8 | 0 | -41 | 3 | 1 | 3.1
CC(=O)N1CCC(C(=O)Nc2ccc(S(=O)(=O)NCCc3ccccc3)cc2)CC1 | -2 | 0.1 | -1 | 0 | -7 | 4 | -8 | 2 | 3.2
O=C1CC2(CCN(C(=O)C3CC(=O)N(c4ccc(F)cc4)C3)CC2)Oc2ccccc21 (stereo not given) | 0 | -0.1 | 6 | 9 | 0 | 14 | 16 | -4 | -1.2
Cc1c(NC(=S)N/N=C/C=C/c2ccccc2)c(=O)n(-c2ccccc2)n1C | -5 | -0.1 | 1 | 5 | 4 | -7 | -3 | -1 | 2.5
COc1cc(C(=O)NCc2ccncc2)cc(OC)c1OC | 1 | 0.1 | 6 | 2 | -1 | -13 | 10 | -3 | 2.4
COc1ccc(C(=O)NCC(=O)N2CCN(c3ncccn3)CC2)cc1OC | . | -0.1 | . | -3 | . | 3 | 3 | 3 | 1.8
Cc1ccc(C(=O)OC(C)C(=O)c2cc(C)c(C)cc2C)o1 (stereo not given) | 2 | 0.1 | -31 | -1 | 11 | 5 | -2 | -1 | 4.2
Cc1ccc2c(c1)N(CC(=O)NCC(C)c1ccccc1)C(=O)c1cccnc1O2 (stereo not given) | -5 | 0.1 | -1 | -4 | 3 | 0 | -14 | -2 | 4.6
CC(C)C(=O)N1CCN(c2ccc([N+](=O)[O-])cc2Cl)CC1 | 0 | -0.3 | 6 | 5 | 0 | -9 | 3 | 2 | -1.7
O=C(CCS(=O)(=O)c1cccs1)Nc1ccc(C(=O)NCc2ccc(F)cc2)cc1 | 2 | -0.1 | 7 | 3 | 1 | 1 | -4 | 0 | -0.6
CC(=O)Nc1cccc(NC=C(C#N)C#N)c1 | -2 | 0.0 | 5 | 5 | -5 | -2 | 1 | -3 | 2.4
CCOc1ccc(CCNC(=O)CSc2n[nH]c(N)n2)cc1OCC | -1 | -0.3 | -1 | 3 | -5 | -14 | 4 | -1 | -1.2
Cc1cccc(C)c1NC(=O)CSc1nnc(NC(=O)C2CC2)s1 | -3 | -0.1 | -1 | -3 | 9 | -9 | -8 | 0 | 0.7
CCOc1cc(S(=O)(=O)N2CCC(Cc3ccccc3)CC2)c(OCC)cc1-n1cnnn1 | 1 | 0.0 | -1 | -1 | 14 | 15&-10 | 20 | 2 | 2.7
COc1cccc(CN(C)C(=O)CSCC(=O)Nc2ccc(C)cc2)c1OC | -1 | 0.0 | 3 | -2 | -1 | 9 | 4 | -3 | -0.6
Cc1c(NC(=O)c2ncn[nH]2)cccc1-c1nc2ccccc2s1 | -1 | 6.2* | 0 | 4 | -4 | -5 | -3 | 0 | 3.1
Cc1onc(-c2ccccc2)c1C(=O)N=C(N)c1ccc(C(F)(F)F)cc1 | -2 | 0.0 | 0 | 9 | 1 | -2 | 7 | 0 | 1.0
Cc1nn(-c2ccc(N3CCOCC3)nn2)c(C)c1CCC(=O)NCc1ccccc1F | 0 | 0.0 | -4 | -2 | -5 | -3 | 14 | 4 | 3.2
CC(CCc1ccccc1)NC(=O)c1nnc(Cc2ccc(Cl)cc2)o1 (stereo not given) | -2 | 0.6 | 1 | -7 | 2 | -11 | -8 | -4 | 1.9
COc1ccc(-c2noc(CCC(=O)NCc3cc(Br)ccc3OC)n2)cc1 | -1 | -0.2 | 0 | -7 | 0 | 16 | -34 | -1 | 0.2
CCCn1c(SCC(=O)Nc2cccc(C(=O)OC)c2)nnc1-c1cccnc1 | 3 | -0.1 | -3 | 3 | -3 | -2 | 1 | 1 | -1.6
COCCCNC(=O)[C@H]1N2C(=O)c3ccccc3C2SC1(C)C (stereo not given in full) | -2 | -0.1 | 1 | 3 | -3 | 7 | 9 | 0 | -0.3
Nc1sc2c(c1C(=O)c1ccccc1)CCCC2 | 1 | 0.3 | 2 | 6 | 19 | 1 | -4 | 4 | 1.5
CCCCOC(=O)Nc1cccc(Cl)c1C | 0 | 0.6 | -2 | -5 | 2 | 23 | 9 | -6 | -0.1
CCn1c(SCC(=O)N2CCc3ccccc3C2)nc2sc(C)c(C)c2c1=O | 0 | -0.1 | -2 | 1 | 8 | 1 | 44* | 1 | 2.7
COC(=O)C1=C(C)N=C2SC(C#N)=C(N)N2C1c1cc(OC)c(OC)c(OC)c1 (stereo not given) | 10 | 0.0 | -3 | 2 | -3 | -5 | 5 | -4 | 2.1
CC(C(=O)Nc1cccc(S(=O)(=O)N2CCOCC2)c1)N1CCN(C)CC1 (stereo not given) | -2 | -0.1 | -1 | 7 | -3 | -20 | 4 | -6 | -2.2
COc1ccc(NC(=O)CCc2ccccc2)cc1NC(=O)c1ccco1 | 3 | 0.2 | 3 | -7 | -4 | 37 | 12 | -4 | -1.1
Cc1ccc(C(=O)NCC(=O)N/N=C/c2sccc2C)cc1[N+](=O)[O-] | -2 | -0.2 | 1 | -2 | 4 | -8 | 2 | 1 | 0.4
COc1ccc2c(c1OC)C(=O)OC2C1c2c(cc3c(c2OC)OCO3)CCN1C (stereo not given) | -3&3&0 | 0.0&0.0&0.0 | 0&4&0 | -4&7&3 | -8&-2&-4 | 0&3 | 1&2&2 | 0&-5&-6 | -7.1&2.9&4.0
CC(=O)Nc1ccc(S(=O)(=O)N(C)CC(=O)OCC(=O)N2CCN(C(=O)c3ccco3)CC2)cc1 | -2 | -0.1 | -2 | 4 | 2 | 1 | 12 | -3 | 0.4
O=C(COC(=O)c1ccc(O)cc1O)c1ccc2c(c1)OCO2 | -2 | -0.2 | 1 | 15 | 0 | 1 | 4 | 4 | 2.6
O=C(CCc1nc2ccccc2c(=O)[nH]1)N1CCN(S(=O)(=O)c2cccc(F)c2)CC1 | -3 | 0.1 | -2 | 2 | -7 | -2 | 11 | 0 | 2.5
CC(C)NC(=O)C(=O)Nc1cc2c3c(c1)C(C)C(=O)N3CCC2 (stereo not given) | -4 | -0.1 | -4 | 15 | -10 | 9 | 12 | -3 | 4.2
CCOc1cc(CNCC2CCCO2)cc(Br)c1OCC(N)=O (stereo not given) | 0 | 0.1 | -1 | 1 | 2 | 5 | -2 | 17* | 1.8
O=C(c1cc2cc(Br)ccc2o1)N1CCN(c2ccccc2)CC1 | -1 | 0.1 | 1 | 10 | 7 | 9 | 18 | 3 | 2.1
O=C(NCc1ccccc1)C1=C[C@@H](c2csc3ccccc23)C[C@@H](OCc2ccc(CO)cc2)O1 | -1 | -0.2 | 1 | -27 | 23 | 1 | 1 | 7 | 0.3
Cc1ccc(-n2c(CNc3ccc(F)cc3)nnc2SCC(=O)N2CCCC2)cc1 | -2 | 0.0 | 0 | 4 | 3 | -4 | 12 | 0 | 2.3

The list is partial. The share of hits here may be higher or lower than overall.
